High-throughput results (PubChem)
Bcl-B displacement = displacers of TR3 peptide from Bcl-B, primary screen, selectivity assay for Bfl-1 inhibitor project, biochemical, fluorescence polarization; FP displacement of FITC-TR3 peptide from Bcl-B; higher % means a stronger effect; 0.11% of 96,000 active; displacement, % at 20 µM, or IC50 in µM where a hit was titrated;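 active = displacement above 50% at 20 µM plus a fluorescence interference ratio under 1.5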;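 also: plate controls were wells without compound for no effect and wells lacking Bcl-B protein for full effect; a part of the inactive calls stands beside numbers as strong as those of hits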
PLAP inhibition = PLAP enzyme inhibitors, biochemical, luminescence, HTS (AID 690) | purified PLAP, luminescent substrate; higher % means a stronger effect | one-dose inhibition, % at 20 µM; IC50 in µM for titrated hits | 0.08% of 96,000 active; in the data active = a potency from the dose series; inactive = the rest, 99 in 100 with inhibition below about 30%; also: strong numbers were not always called active
IL1B NFkB inh = blocks IL-1B driven NFkB nuclear translocation in HUVEC cells; HUVEC IL-1B NFkB p65 nuclear translocation imaging; inhibition, % at 2 µM; 0.43% of 94,000 active;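 active = inhibition above about 30% together with a positive call from visual inspection of the well image, limit read from the data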;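 also: nuclear over cytoplasmic p65 intensity ratio measured by imaging; 0% = IL-1B stimulated DMSO wells and 100% = unstimulated DMSO wells; values of inactives mirror those of a sister screen read the other way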
IL1B NFkB pot = enhances IL-1B driven NFkB nuclear translocation. HUVEC IL-1B NFkB p65 nuclear translocation imaging. activation, % at 2 µM. 0.3% of 94,000 active. AID 819;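 active = activation above 40%, about the mean plus 3 SD, also judged a hit on visual image review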;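 also: percent activation is computed from the nuclear over cytoplasmic p65 intensity ratio; values of inactives mirror those of a sister screen read the other way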
MRP reversal = compounds reversing MRP-mediated drug resistance; H69AR cells + 2 uM doxorubicin, CellTiter-Glo, 72 h; differential viability (reversal), % at 10 µM; 0.04% of 85,000 active; AID 602;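 active = viability drop by adding the cancer drug above about 55%, with treated viability meeting a 40% cutoff, limit read from the data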;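 also: viability without doxorubicin minus viability with 2 µM doxorubicin for each compound; larger differential means the compound sensitizes cells more to doxorubicin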
MRP reversal cytotoxicity = second read-out of MRP reversal, no call of its own (marks repeat the call); viability, %; H69AR cells, CellTiter-Glo, 72 h; measured here: cytotoxicity without doxorubicin
MRP reversal with doxorubicin = recorded beside MRP reversal, whose call it bears; viability, %; measured here: viability with 2 uM doxorubicin; hits give low values
IL1B NFkB inh cell count 2 µM = second read-out of IL1B NFkB inh, no call of its own (marks repeat the call); cell count; measured here: cells passing quality filter;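 raw number of nuclei counted in each imaged well without normalization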
IL1B NFkB pot cell count 2 µM = further read-out of IL1B NFkB pot, marked with its call; cell count; measured here: cells passing quality filter
Active calls of the source: *; nt = no result given.

The first 2 compounds as a preview:
SMILES	Bcl-B displacement	PLAP inhibition	IL1B NFkB inh	IL1B NFkB inh cell count 2 µM	IL1B NFkB pot	IL1B NFkB pot cell count 2 µM	MRP reversal	MRP reversal cytotoxicity	MRP reversal with doxorubicin
O=C(O)c1cccn2c(=O)c3ccccc3nc12	15%	13%	nt	nt	nt	nt	nt	nt	nt
Cc1cc(C)c(OCC(=O)Nc2cccc(NC(=O)c3ccco3)c2)c(Br)c1	-25%	-62%	nt	nt	nt	nt	-17	73	90

All compounds of this part, from the first entry:
SMILES	Bcl-B displacement	PLAP inhibition	IL1B NFkB inh	IL1B NFkB inh cell count 2 µM	IL1B NFkB pot	IL1B NFkB pot cell count 2 µM	MRP reversal	MRP reversal cytotoxicity	MRP reversal with doxorubicin
O=C(O)c1cccn2c(=O)c3ccccc3nc12	15%	13%	nt	nt	nt	nt	nt	nt	nt
Cc1cc(C)c(OCC(=O)Nc2cccc(NC(=O)c3ccco3)c2)c(Br)c1	-25%	-62%	nt	nt	nt	nt	-17	73	90
Cc1ccccc1CSc1nnc(-c2ccco2)n1Cc1ccco1	-1%	-1%	-17	122	17	122	-3	85	89
CCOc1cc(NC(=O)c2cccs2)c(OCC)cc1NC(=O)c1ccco1	-50%	12%	-4	136	4	136	10	90	80
CCOC(=O)CCCNC(=O)CN1C(=O)NC(CCc2ccccc2)C1=O (stereo unspecified)	5%	-14%	-6	163	6	163	-3	89	91
CCOC(=O)c1ccc(NC(=O)CCOc2ccc(OC)cc2)cc1	11%	25%	-9	54	9	54	-1	89	90
Cn1c(C(=O)NC2CC2)cc2c(=O)n(C)c3ccccc3c21	11%	9%	-2	139	2	139	5	64	59
CCOC(=O)Cc1cnc(NC(=O)NC(C(=O)OCC)(c2ccccc2)C(F)(F)F)s1 (stereo unspecified)	-9%	4%	-2	91	2	91	6	92	85
O=C(Cc1cccs1)N1CCN(c2ccccn2)CC1	0%	15%	-1	161	1	161	-23	65	87
COCCCNC(=O)CCNS(=O)(=O)c1ccc(C)cc1	-7%	-7%	-14	224	13	224	9	91	81
COc1ccc(-c2nnc3n2C(C)(C)Cc2cc(OC)c(OC)cc2-3)cc1	-6%	-6%	8	149	-8	149	nt	nt	nt
Cc1cc(C)nc(SC(C)C(=O)N/N=C/c2cccs2)n1 (stereo unspecified)	-2%	5%	nt	nt	nt	nt	nt	nt	nt
Cc1noc(C)c1C(=O)OC(C(=O)NC1CCCC1)c1ccc(F)cc1 (stereo unspecified)	4%	-2%	-10	173	10	173	3	99	96
CCCN(CCC)C(=O)Cn1c(=O)n(CCCCC(=O)NCc2ccco2)c(=O)c2ccccc21	6%	-37%	1	167	-1	167	0	83	83
Cc1ccccc1NC(=O)c1sc2nc3c(c(-c4ccco4)c2c1N)CCC3	6%	-35%	-2	166	2	166	4	80	76
Cc1ccnn2c(-c3ccccc3)c3c(=O)n(C)c(=O)n(C)c3c12	-14%	-2%	-6	176	6	176	-12	92	104
CCCCNC(=O)Nc1ccccn1	18%	-10%	2	104	-2	104	-2	93	95
Cn1c(=O)[nH]c(=O)c2c1ncn2CCCc1ccccc1	10%	nt	25	79	-25	79	11	99	88
OC(CNCCc1ccc(Cl)cc1)COCc1ccco1 (stereo unspecified)	4%	-22%	4	117	-4	117	20	89	69
Cc1cc(C)n2c(Nc3ccc4c(c3)OCCO4)c(-c3ccccc3)nc2n1	-148%	-61%	-16	206	16	206	12	79	67
CCn1c(=O)c(C(=O)NC(C)C)c(O)c2ccccc21	8%	1%	-2	167	2	167	9	87	78
COc1ccc2cc(C(=O)c3ccccc3)c(=O)oc2c1	-4%	5%	-6	169	6	169	19	101	82
CCOC(=O)c1cc(C)sc1NC(=S)Nc1ccccc1	-7%	3%	-12	172	12	172	2	80	78
O=C(O)C1[C@H]2C(=O)N(Cc3cccs3)C[C@]23C=C[C@H]1O3 (stereo partly specified)	9%	-9%	-5	110	5	110	1	102	101
CS(=O)(=O)N(CC(=O)N1CCCC1)c1ccc2c(c1)OCCO2	1%	-13%	-3	189	3	189	7	98	90
C/C(=C\c1ccccc1)CN1CCN(c2ccccc2)CC1	nt	nt	6	123	-6	123	5	94	89
Cc1nc(/C=[N+](\[O-])C(C)(C)/C=N/O)n(O)c1C	10%	11%	-10	210	10	210	1	98	98
COC(=O)Nc1ccc(C)c2nsnc12	10%	5%	8	79	-8	79	2	97	95
Cn1cc(C(CC(=O)O)C(=O)O)c2ccccc21 (stereo unspecified)	0%	-52%	-7	159	7	159	-2	89	92
CCSc1nc(-c2ccco2)ccc1C#N	-9%	-18%	-8	64	8	64	-4	78	81
O=C(N/N=C\c1ccccc1)c1sccc1-n1cccc1	-1%	3%	7	154	-7	154	nt	nt	nt
COc1cc(NC(=O)c2ccc3c(=O)n(Cc4ccco4)c(=S)[nH]c3c2)cc(OC)c1OC	-9%	-8%	-3	148	3	148	-17	50	67
CCCCn1c(SCC(=O)c2ccc(OCC)cc2)nc2cc(S(N)(=O)=O)ccc21	-40%	-28%	0	162	0	162	nt	nt	nt
O=C(CCN1CCN(c2ccccc2)CC1)Nc1nccs1	0%	4%	0	49	0	49	6	86	79
CCOC(=O)c1c(C)nc2sccn12	-5%	9%	nt	nt	nt	nt	-11	96	107
Cc1cc(NC(=O)c2ccc(Cl)cc2)no1	5%	19%	-17	143	17	143	-3	90	93
COc1ccc(Br)cc1CN1CCCCCCC1	nt	nt	-14	154	14	154	-18	60	78
CCOC(=O)CNC(=O)c1ccccc1	-1%	6%	-8	165	8	165	-2	98	100
Fc1ccc(-n2c(Cc3ccccc3)nnc2SCc2nc(-c3ccc(Cl)cc3)no2)cc1	-30%	-52%	-14	167	14	167	1	91	90
O=C(NCCc1ccccn1)C1CC(=O)N(Cc2ccccc2Cl)C1 (stereo unspecified)	-3%	-1%	9	95	-9	95	-1	98	99
CC1CCCN(C(=O)CSc2nnc(-c3ccc(S(=O)(=O)N4CCOCC4)cc3)n2C)C1 (stereo unspecified)	14%	-34%	-11	149	11	149	0	89	89
Cc1cc(C)c2nc(N3CCCC(C(=O)N4CCN(c5ncccn5)CC4)C3)sc2c1 (stereo unspecified)	-14%	-51%	-7	140	7	140	-16	65	81
Cc1nn(-c2ccccc2)c2sc(C(=O)N3CCCCC3)cc12	3%	-39%	7	122	-7	122	-4	66	70
COc1ccc(S(=O)(=O)Nc2ccc(N3CCOCC3)cc2)cc1Br	14%	-20%	-24	161	24	161	nt	nt	nt
CN1C(=O)C2(OCC(COc3ccc(Cl)cc3)O2)c2ccccc21 (stereo unspecified)	-4%	5%	-21	104	21	104	3	77	74
COc1ccccc1CN(Cc1nc2ccccc2c(=O)[nH]1)C(=O)Nc1ccc(C)cc1	-9%	-9%	-20	55	20	55	7	96	89
CS/C(=N\S(=O)(=O)c1cccs1)NC(=O)CSc1nc2ccccc2s1	-10%	-56%	-8	164	8	164	8	97	88
CCOC(=O)c1c(C)[nH]c(C)c1C(=O)CSc1nc(N)cc(=O)[nH]1	2%	-8%	6	138	-6	138	4	91	87

Copied from the list.
MRP reversal cytotoxicity with `CS/C(=N\S(=O)(=O)c1cccs1)NC(=O)CSc1nc2ccccc2s1` stands at 97
PLAP inhibition with `Cc1ccccc1CSc1nnc(-c2ccco2)n1Cc1ccco1` stands at -1%

New compounds follow:
SMILES	Bcl-B displacement	PLAP inhibition	IL1B NFkB inh	IL1B NFkB inh cell count 2 µM	IL1B NFkB pot	IL1B NFkB pot cell count 2 µM	MRP reversal	MRP reversal cytotoxicity	MRP reversal with doxorubicin
COc1ccccc1N1CCN(c2ccc(-c3ccccc3)nn2)CC1	0%	19%	nt	nt	nt	nt	-25	19	44
CCOc1ccccc1-n1c(SCC(=O)Nc2ccc(CC)cc2)nc2n[nH]c(C)c2c1=N	12%	-33%	-38	113	38	113	nt	nt	nt
CCOC(=O)N1CCC(Nc2c(NCCN3CCN(c4cccc(Cl)c4)CC3)c(=O)c2=O)CC1	11%	4%	16	135	-16	135	5	83	78
C=C(C)COc1ccc(-c2n[nH]c(C)c2-c2ccccc2OC)c(O)c1	-8%	-4%	0	83	0	83	1	40	39
CC1=C(C(=O)NCCN2CCOCC2)C2(CCC(C)CC2)OC1=O (stereo unspecified)	5%	-17%	nt	nt	nt	nt	9	100	90
Cn1cccc1CC(=O)N/N=C\c1c2ccccc2cc2ccccc12	-72%	-28%	-2	98	2	98	nt	nt	nt
COc1ccc(C/C(O)=C(\C#N)c2nc3ccccc3s2)cc1	-4%	12%	-24	137	24	137	-15	67	82
Nn1c(SCC(=O)NC2CCCCC2)nnc1-c1ccccc1	-5%	2%	-17	115	17	115	9	94	84
Cc1ccc(-c2c3c(=O)n(C)c(=O)n(C)c3cn2Cc2cccnc2)cc1	-4%	-14%	-6	127	6	127	6	70	64
O=c1c2ccccc2nnn1CSc1nc2sc3c(c2c(=O)n1CC1CCCO1)CCC3 (stereo unspecified)	-38%	-80%	4	85	-4	85	-24	55	79
CCC(C)(C)n1nnnc1C(c1cccc(C#N)c1)N1CCN(c2cccc(C)c2C)CC1 (stereo unspecified)	-8%	-61%	-20	112	20	112	19	93	73
Cc1cc(C(F)(F)F)c2sc(N)nc2n1	-20%	12%	-4	143	4	143	-9	92	102
COc1cc(NC(=O)c2cc(Cl)ccc2Cl)ccc1-c1cc2ccccc2oc1=O	-3%	-9%	0	119	0	119	nt	nt	nt
COc1ccc(/C=N/Nc2nonc2N)cc1	-1%	6%	-18	48	18	48	9	94	85
CN(c1ccc(C(=O)Nc2cccnc2)cc1)S(C)(=O)=O	nt	nt	-18	112	18	112	-3	84	87
Cc1cc(C)n(-c2nc3ccccc3nc2N2CCCC2)n1	-2%	7%	-6	21	6	21	-5	80	85
O=C1C(=O)N(CCCn2ccnc2)C(c2cccnc2)/C1=C(/O)c1ccc(F)cc1 (stereo unspecified)	-5%	-1%	nt	nt	nt	nt	2	88	85
O=C(NCCOc1nc(N2CCOCC2)nc(N2CCOCC2)n1)Nc1ccccc1	4%	-15%	-6	167	6	167	-2	78	79
COc1ccc(C=NCCCN2CCOCC2)cc1	nt	nt	-18	122	18	122	-2	82	84
CC(NC(=O)c1ccccc1Cl)C1COc2ccccc2O1 (stereo unspecified)	nt	nt	-22	125	22	125	5	111	106
O=C(CCCn1c(=O)[nH]c2cc(Cl)ccc2c1=O)N1CCN(c2ccc([N+](=O)[O-])cc2)CC1	8%	-4%	4	116	-4	116	nt	nt	nt
O=C(CN1C(=O)COc2ccccc21)c1cccc(Cl)c1	-11%	14%	nt	nt	nt	nt	16	90	74
COc1ccc(N(C(=O)c2ccc(F)cc2)C2=CC3CCC(C2)N3C)cc1 (stereo unspecified)	18%	-72%	-18	187	18	187	13	88	76
Cc1ccc(-n2nc(C)c3c(-c4cccs4)c(C#N)c(N)nc32)cc1	-40%	5%	-6	89	6	89	-12	58	70

2 entries from above, with two lines to a compound.
Second line of a record: Bcl-B displacement	PLAP inhibition	IL1B NFkB inh	IL1B NFkB inh cell count 2 µM	IL1B NFkB pot	IL1B NFkB pot cell count 2 µM	MRP reversal	MRP reversal cytotoxicity	MRP reversal with doxorubicin
> O=C(CN1C(=O)COc2ccccc21)c1cccc(Cl)c1
→ -11%	14%	nt	nt	nt	nt	16	90	74
> COc1ccc(N(C(=O)c2ccc(F)cc2)C2=CC3CCC(C2)N3C)cc1 (stereo unspecified)
→ 18%	-72%	-18	187	18	187	13	88	76

(more compounds)
SMILES	Bcl-B displacement	PLAP inhibition	IL1B NFkB inh	IL1B NFkB inh cell count 2 µM	IL1B NFkB pot	IL1B NFkB pot cell count 2 µM	MRP reversal	MRP reversal cytotoxicity	MRP reversal with doxorubicin
C=CCOc1nc(-c2ccncc2)nc2ccccc12	-5%	-18%	-18	129	18	129	3	84	81
O=S(=O)(Nc1ccc(-n2cccc2)cc1)c1ccc(Cl)cc1Cl	-19%	-41%	0	126	0	126	nt	nt	nt
c1ccc2c(c1)nc(-c1ccncc1)n1nnnc21	nt	nt	1	177	-1	177	-11	84	94
Cc1nc2c(-c3ccc(F)cc3)c(C)nn2c(C)c1CCC(=O)NCCN1CCOCC1	-10%	-65%	-24	211	24	211	-13	70	83
O=C(CS(=O)(=O)Cc1ccccc1)N1CCc2ccccc2C1	0%	0%	-10	151	10	151	10	101	90
CC(=O)NC1C(=O)N(CCc2ccccc2)c2ccccc21 (stereo unspecified)	7%	-18%	2	131	-2	131	6	97	91
Cc1noc(C)c1COC(=O)CCCc1nc2ccccc2s1	5%	-13%	-2	113	2	113	23	98	76

Some of the compounds tested; rates above refer to the full screens.
